TCR CD3 inh: inhibitors of human TCR-CD3 interaction, primary screen, biochemical, fluorescence, TAMRA-labeled TCR probe; inhibition, % at 9.4 µM; 360,000 tested, 0.37% active; in the data active means inhibition above about 19%;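 further: recombinant mutant TCR 2C K166C tagged with TAMRA read by polarization; 0% = receptor in buffer alone and 100% = receptor with positive control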
rCAG binder: binders of r(CAG) RNA repeats, primary screen, biochemical, fluorescence; inhibition, % at 3 µM; 370,000 tested, 1.3% active; r(CAG) RNA repeat, TO-PRO-1 dye displacement fluorescence;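 active means inhibition above the plate cutoff, the mean of all test compounds on that plate plus 3 SD, cut at about 35% in these data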;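 further: 0% = DMSO alone and 100% = 100 µM mitoxantrone as full dye displacement; higher means more dye released from RNA so lower well fluorescence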
LEDGF integ inh: blockers of LEDGF/p75-dependent integrase strand transfer – biochemical, TR-FRET, high throughput, primary screen; HIV-1 integrase (with human LEDGF/p75); inhibition, % at 3.7 µM; TR-FRET IN-LEDGF/p75 DNA integration, Eu/Cy5; 370,000 tested, 0.64% active;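 active means inhibition above the screen-wide mean plus 3 SD, cut at about 13% in these data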;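 further: signal is the Cy5 over europium emission ratio at 671 and 618 nm; 0% = plate median of compound wells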
PRMT1 FP inh: PRMT1 methyltransferase inhibitors, primary screen, biochemical, fluorescence polarization; Protein arginine N-methyltransferase 1 (Homo sapiens), Q99873; recombinant PRMT1, activity-based probe fluorescence polarization; inhibition, % at 2.79 µM; 370,000 tested, 1.3% active; AID 652257, 2013;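 active means inhibition above about 21% made by adding two undisclosed values, limit read from the data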
HTRA1 inhibitor: HTRA1 serine protease inhibitors, primary screen, biochemical, fluorescence polarization, HTS; inhibition, % at 5.96 µM; 340,000 tested, 0.5% active; recombinant HTRA1, FP-rhodamine activity-based probe; Q92743; AID 504803, 2011; in the data active means inhibition above about 36%;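 further: 0% = enzyme with DMSO and 100% = wells lacking enzyme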
SIAE primary: human SIAE inhibitors, primary screen, biochemical, fluorescence polarization, FP-Rh probe, 1536-well HTS; Sialate O-acetylesterase (Homo sapiens), Q9HAT2; SIAE FP-Rh probe binding; inhibition, % at 9.66 µM; 370,000 tested, 0.69% active; AID 1053197, 2014;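 active means inhibition above a cutoff: mean of compounds within the control limits plus 3 SD of those, cut at about 17% in these data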;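 further: 0% = plate median of compound wells and 100% = probe without SIAE protein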
NPR2 activator: human GC-B receptor activators, primary screen, HEK293 GC-B cells, cGMP TR-FRET, EC30 CNP; activation, % at 10 µM; Atrial natriuretic peptide receptor 2 (Homo sapiens), P20594; 370,000 tested, 0.11% active; 0% at EC30 CNP, 100% saturating CNP;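 active means activation at 10 µM reaching about 35% in either raw or pattern-adjusted values, limit read from the data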
Target sequence (P20594 whole entry, looked up): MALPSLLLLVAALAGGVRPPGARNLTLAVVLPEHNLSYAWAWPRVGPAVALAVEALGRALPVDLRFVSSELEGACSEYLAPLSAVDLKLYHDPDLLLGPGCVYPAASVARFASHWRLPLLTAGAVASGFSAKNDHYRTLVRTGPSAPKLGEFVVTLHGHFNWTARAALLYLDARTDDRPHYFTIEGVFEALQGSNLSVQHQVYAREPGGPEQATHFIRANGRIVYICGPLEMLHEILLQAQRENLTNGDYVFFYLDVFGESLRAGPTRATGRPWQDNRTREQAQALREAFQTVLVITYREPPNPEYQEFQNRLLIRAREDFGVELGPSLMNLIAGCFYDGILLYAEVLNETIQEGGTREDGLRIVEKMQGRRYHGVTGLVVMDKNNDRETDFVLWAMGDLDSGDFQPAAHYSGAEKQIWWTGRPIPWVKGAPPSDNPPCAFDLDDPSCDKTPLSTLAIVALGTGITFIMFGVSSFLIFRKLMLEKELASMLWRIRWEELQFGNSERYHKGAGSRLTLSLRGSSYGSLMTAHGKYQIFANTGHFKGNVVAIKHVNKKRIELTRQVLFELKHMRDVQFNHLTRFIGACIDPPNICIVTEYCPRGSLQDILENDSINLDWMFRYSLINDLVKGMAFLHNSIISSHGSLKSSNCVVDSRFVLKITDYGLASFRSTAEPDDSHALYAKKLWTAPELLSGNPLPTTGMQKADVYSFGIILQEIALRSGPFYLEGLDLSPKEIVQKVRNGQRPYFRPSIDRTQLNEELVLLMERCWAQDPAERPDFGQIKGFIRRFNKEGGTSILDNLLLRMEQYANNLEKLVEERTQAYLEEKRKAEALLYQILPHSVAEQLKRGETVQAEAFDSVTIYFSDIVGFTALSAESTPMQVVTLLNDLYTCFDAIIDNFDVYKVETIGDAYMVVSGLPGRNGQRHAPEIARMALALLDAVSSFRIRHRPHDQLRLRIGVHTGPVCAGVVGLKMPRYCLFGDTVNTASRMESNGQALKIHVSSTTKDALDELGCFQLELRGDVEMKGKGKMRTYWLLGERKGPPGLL
TDP2 absorb: human TDP2 enzyme inhibitors, primary screen, biochemical, epi absorbance, recombinant enzyme | Tyrosyl-DNA phosphodiesterase 2 (Homo sapiens), O95551 | T5PNP hydrolysis, p-nitrophenol absorbance 415 nm | inhibition, % at 12.8 µM | 370,000 tested, 0.34% active | AID 720702, 2013;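 active means inhibition above the mean of all tested compounds plus 3 SD, set per campaign, cut at about 25% in these data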;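 further: 0% = DMSO with enzyme and 100% = buffer with substrate but no TDP2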
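System – recombinant human TDP2 · Quantity – TDP2 enzyme at 120 nM final · Doses – single concentration, 12.8 µM nominal, with 1% DMSO · Incubation – 2 h at 37 °C · Measured by – epi absorbance of p-nitrophenol freed from T5PNP by hydrolysis · Read-out – % inhibition relative to enzyme-containing and enzyme-free wells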
MBD2 inh: inhibitors of MBD2 binding to methylated DNA, primary screen, biochemical, TR-FRET, DNA-binding domain, human; 370,000 tested, 0.31% active; inhibition, % at 4.4 µM; MBD2 binding to methylated oligonucleotide; Methyl-CpG-binding domain protein 2 (Homo sapiens), Q9UBB5; in the data active means inhibition above about 13%
mABHD4 FP: ABHD4 inhibitors, primary screen, biochemical, fluorescence polarization, mouse | 370,000 tested, 0.54% active | purified mABHD4, FP-Rh probe fluorescence polarization | inhibition, % at 8.92 µM | (Lyso)-N-acylphosphatidylethanolamine lipase (Mus musculus), Q8VD66;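 active means inhibition exceeding the mean over every tested compound plus 3 SD, cut at about 30% in these data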;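 further: 0% = plate median of compound wells and 100% = S159A mutant with DMSO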
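Assay system: mABHD4 protein; medium: HEPES pH 7.0, NaCl, Pluronic buffer; dosing: 8.92 µM, single dose; schedule: 45 min + 60 min at 25 °C; signal: FP readout, ex 525 nm / em 598 nm; read-out: normalized percent inhibition of probe labeling; repeats: single replicate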
Starred values were filed as active, the others as inactive; · = no result given. Only part of the results is shown (hit frequency here may not be typical).

molecule	mABHD4 FP	rCAG binder	TDP2 absorb	SIAE primary	HTRA1 inhibitor	TCR CD3 inh	LEDGF integ inh	PRMT1 FP inh	MBD2 inh	NPR2 activator
COc1ccc(CN2CCN(c3ccc(F)cc3)CC2)c(OC)c1OC	12	-10	1	6	-1	-5	-4	1	4	2
CSc1ncc(Cl)c(C(=O)Nc2cccc3ccccc23)n1	1	1	0	1	-3	-1	-1	2	-6	-2
Cc1ccc(C(=O)Nc2cccc(-c3ccc(N4CCOCC4)nn3)c2)cc1[N+](=O)[O-]	2	1	18	-6	-27	-2	1	0	0	9
O=C(NCc1cccc(Cl)c1)c1cnn2c1NC(c1ccco1)CC2C(F)(F)F (centres undefined)	-8	3	9	-33	-35	-8	-3	2	1	-1
Cc1ccc(N2NC(=O)/C(=C/c3ccc(-c4ccc(Cl)c(C(=O)O)c4)o3)C2=O)cc1	28	21	-4	10	5	0	2	5	-5	1
COc1ccc(NC(=O)c2ccc3c(c2)CCN3S(C)(=O)=O)cc1	-3	0	2	-6	-2	-1	-6	2	1	6
O=C(COc1ccccc1)OCC(=O)c1ccc(O)cc1O	-3	2	-7	4	1	2	4	0	3	-5
CC(NCc1ccco1)C(=O)N1CCc2ccccc2C1 (centres undefined)	9	-2	3	1	2	-6	3	3	6	-6
COC(=O)C1=C(C)NC(=O)C1(Nc1ccc(Cl)cn1)C(F)(F)F (centres undefined)	-1	-1	0	0	4	4	-1	-3	0	-4
CCOC(=O)c1nnn(-c2nonc2N)c1CSc1ccc(C)cc1	-6	-6	-1	1	-8	9	4	-1	-7	3
CCCn1cnnc1CNC(=O)C1CCC(=O)N(CCc2ccc(OC)cc2)C1 (centres undefined)	-2	-1	18	-3	3	0	2	1	-6	4
OCC[C@H]1C[C@H](O)[C@@H](O)[C@@]2(CCCO2)O1	-6	1	-10	-3	-1	2	2	-2	-6	1
Cc1cccc(CNC(=O)c2ccc3c(c2)N(C)CCS3)c1	-1	3	0	6	-2	1	-5	-1	-1	-1
COc1ccc(N2CC(C(=O)N[C@@H](CC(C)C)C(=O)NC3CCCC3)CC2=O)cc1 (some centres undefined)	-3	-6	-15	0	-3	3	-1	-5	-1	-1
COc1ccccc1CNc1nc(NCC2CC2)nc2ccsc12	5	1	-6	4	·	5	-2	-3	-1	-1
CCN1CCN(C(CNS(=O)(=O)c2ccccc2)c2ccccc2)CC1 (centres undefined)	4	-1	3	0	3	12	6	-1	2	-3
Cc1ccc(C(=O)NCCc2c[nH]c3ccccc23)c(C)c1	-11	0	-18	-13	-4	8	5	-6	-6	1
CCOc1ccccc1C(=O)NCC(=O)Nc1ccc2c(c1)OCO2	3	1	-10	-3	0	-5	2	-1	0	10
S=c1[nH]c(-c2ccccc2)cs1	5	0	-14	0	-11	-5	-8	30*	5	2
COc1ccc(NC(=O)CSc2nnc(-c3n[nH]c4c3CCC4)n2N)cc1OC	4	0	-2	0	·	·	-4	-4	-1	-2
N#CCCCCn1c(-c2cncs2)nc2ccccc21	5	-1	3	7	-1	0	-1	-1	-10	2
CN(c1ccccc1C(=O)Nc1ccc(S(=O)(=O)N2CCCCC2)cc1)S(C)(=O)=O	-13	6	-8	-5	2	-6	0	5	1	0
Cc1ccc(CNC(=O)C2CCC(CNS(=O)(=O)c3cccs3)CC2)cc1 (centres undefined)	1	-2	-3	-4	-4	10	0	1	-7	6
Cc1c(C(=O)O)sc2c1c(=O)n(Cc1ccccc1)c(=O)n2C	5	-2	-5	-7	-8	1	0	1	-1	5
Cc1cccc(NS(=O)(=O)c2cccc3nsnc23)c1	-5	4	2	0	-4	-11	-3	5	-2	1
Cc1ccc(OC(C)C(=O)Nc2ccc3c(c2)n(C)c(=O)n3C)cc1C (centres undefined)	-3	-5	-2	3	-3	0	6	-2	3	3
O=C(CSc1oc(-c2cccs2)nc1S(=O)(=O)c1ccc(F)cc1)NCC1CCCO1 (centres undefined)	1	6	1	-1	-1	0	6	17	3	0
Cc1cc(C)c(-c2cc(NC(=O)COC(=O)c3ccc(C#N)cc3)n(-c3ccccc3)n2)cc1C	-35	15	-2	-39	-42	5	-3	-1	-4	2
O=C1CC(N2CCN(c3nc4ccccc4s3)CC2)C(=O)N1c1cccc(F)c1 (centres undefined)	-4	14	-8	-6	-6	3	-3	-1	1	3
Cc1cc(Nc2ccccc2)n(CCO)n1	1	-5	3	2	3	-2	-1	2	3	2
COc1ccc2nc(NC(=O)C3=NN(c4ccccc4)C(=O)CC3)sc2c1	-7	16	-7	-1	-19	5	-2	-4	5	-1
COc1ccc2[nH]c(=O)c(CN(CC3CCCO3)C(=S)Nc3ccccc3)cc2c1 (centres undefined)	-4	0	-2	1	5	4	1	-2	-1	-3
CN(CCO)c1nc(NCc2ccccc2)c2cnn(C)c2n1	0	-5	13	1	8	5	3	-4	-5	4
N#CCSc1nnc(-c2ccc(S(=O)(=O)N3CCOCC3)cc2)n1CC1CCCO1 (centres undefined)	-1	0	3	-4	8	-2	-2	-3	-3	11
Nc1[nH]c(C(=O)c2ccccc2)c(-c2cccnc2)c1C(=O)NC1CCCCC1	-10	3	-11	0	·	2	-1	-2	1	-2
CC(C)CNc1cc(N2CCCC2)ccc1[N+](=O)[O-]	13	9	-2	7	-17	0	-2	-1	0	3
CC(=O)[C@@]1(O)[C@H](C)CC2C3CC=C4CC(OP(=O)(O)O)CC[C@]4(C)C3CC[C@@]21C (some centres undefined)	-3	3	7	-3	-3	-7	4	-5	0	4
CCCCCCCC(=O)NNC(=O)CC(=O)Nc1ccccc1C(=O)O	-6	5	5	14	-1	-12	3	0	0	-1
O=C(Cc1cccs1)N/N=C/c1ccco1	1	5	-11	6	-3	6	-4	0	-6	1
COc1ccc(NCC(=O)Nc2ccc(C#N)cc2)cc1Cl	-21	14	-3	10	-4	8	-3	0	0	-1
COc1ccc(/C=C/C(=O)c2ccc(OC)cc2O)cc1	-9	3	-2	-1	-20	3	2	0	-2	-3
CC(NCc1ccc(S(N)(=O)=O)cc1)C(=O)NCc1ccccc1 (centres undefined)	-2	3	3	-4	4	-4	-4	-1	2	-7
Cc1ccccc1CN(c1ccc(C(=O)NCc2cccnc2)cc1)S(C)(=O)=O	-7	-4	14	1	-2	-3	0	0	2	0
COC(=O)CSC1=C(C#N)C(c2sccc2C)CC(=O)N1 (centres undefined)	2	-2	8	2	-1	-1	-2	0	-1	-4
O=C(CCc1ccccc1)NNC(=O)Nc1ccc(Cl)cc1	-3	-3	-12	-4	2	-3	3	0	0	-1
Cc1oc2ccccc2c1CC(=O)NCCCN(C)C	1	0	0	-4	·	-3	6	-6	0	0
COc1ccc(C(=O)NCC2CCCCC2)cc1S(=O)(=O)N1CCOCC1	3	1	-4	0	-4	9	-1	-3	4	5
N#C/C(=N/Nc1ccc(S(=O)(=O)N2CCOCC2)cc1)C(N)=O	0	1	13	1	2	-9	-3	-2	0	1
Nc1ccnn1Cc1cccnc1	9	3	-6	2	-1	-3	-3	-2	-3	4
O=C(Nc1ccccc1Cl)c1cc2ccccc2o/c1=N\O	-2	9	-11	0	3	5	-1	2	-1	1
CCN(CC)CCCNS(=O)(=O)c1ccc(OC)cc1	6	1	5	5	1	6	0	-3	-1	5
CCNc1ccccc(C(=O)/C=C/c2ccc3c(c2)OCO3)c1=O	41*	34	5	16	36*	7	9	26*	1	-10
CCC(C)c1ccc(C(C)NC(=S)NCc2ccc(F)cc2)cc1 (centres undefined)	-32	-6	-2	1	-32	-9	-1	1	-2	1
Cn1c(=O)c2c(nc(Cl)n2CCOc2ccccc2)n(C)c1=O	2	-4	2	6	-3	7	2	-6	-1	-2
COc1cc(-c2noc(C)c2C(=O)NCCc2cccs2)cc(OC)c1OC	-3	-5	8	-5	0	8	-1	0	-5	-14
CC(C)CC(=O)Nc1ccc(C(=O)COc2ccc(-c3nnco3)cc2)cc1	-9	10	0	-9	-11	-1	3	1	2	-1
CCOC(=O)C1CCCN(C(=O)c2ccc(Cl)cc2)C1 (centres undefined)	-4	-5	-3	5	10	-1	-5	2	2	2
O=[N+]([O-])c1ccc2nc(-c3ccccc3[N+](=O)[O-])[nH]c2c1	-2	2	7	4	0	4	-2	-1	-4	2
N#Cc1ccc(/C=C\c2nccc3c2[nH]c2ccccc23)cc1	-22	18	-22	2	-51	1	4	-1	4	-5
CCN(CC)S(=O)(=O)c1ccc2c(c1)nc(SCC(N)=O)n2-c1ccc(OC)cc1	-8	-3	7	-2	-12	-9	-1	2	0	1

2 records drawn at random from those above:
molecule	mABHD4 FP	rCAG binder	TDP2 absorb	SIAE primary	HTRA1 inhibitor	TCR CD3 inh	LEDGF integ inh	PRMT1 FP inh	MBD2 inh	NPR2 activator
CCOC(=O)c1nnn(-c2nonc2N)c1CSc1ccc(C)cc1	-6	-6	-1	1	-8	9	4	-1	-7	3
S=c1[nH]c(-c2ccccc2)cs1	5	0	-14	0	-11	-5	-8	30*	5	2

(further entries)
molecule	mABHD4 FP	rCAG binder	TDP2 absorb	SIAE primary	HTRA1 inhibitor	TCR CD3 inh	LEDGF integ inh	PRMT1 FP inh	MBD2 inh	NPR2 activator
Cc1onc(-c2ccccc2)c1C(=O)N/N=C/c1cn(C)c2ccccc12	4	2	0	1	0	10	3	1	-2	-9
Cc1nc2ccccc2nc(C)c1=NOCc1cccc(Cl)c1	8	5	-4	5	-3	-1	-2	1	-9	9
O=C(CSc1ncnc2scc(-c3ccccc3)c12)N1CCN(c2ccccc2F)CC1	-1	6	3	-8	-26	2	-4	2	5	-2
Cc1cc(C)n2nc(C(=O)Nc3c(C)nn(Cc4ccc(F)cc4)c3C)cc2n1	1	-4	17	3	3	-1	-1	-2	0	-8
CCn1c(SCc2ccccc2Cl)nc2ccccc21	-10	-5	3	-1	-20	7	-2	-3	4	3
CC(C)CN(C(=O)C1COc2ccccc2O1)c1c(N)n(CC(C)C)c(=O)[nH]c1=O (centres undefined)	4	2	0	-3	-1	3	-5	2	-1	0
COC(=O)C1C(O)=C(C=NCc2ccccc2)C(=O)CC1(C)C (centres undefined)	-5	-3	2	-2	4	2	3	-3	-3	-4
O=S(=O)(c1ccc(Cl)cc1)n1cccn1	-8	1	-8	-4	1	-4	-2	10	10	-1

Source: PubChem BioAssay
